Screens from PubChem BioAssay.
TbHK1 inh: Trypanosoma brucei hexokinase 1 inhibitors, primary screen, biochemical, G6PDH-coupled NADH absorbance, MLSCN library | hexokinase 1 [Trypanosoma brucei] | recombinant TbHK1, G6PDH-coupled NADH A340 | inhibition, % at 10 µM | hit rate 0.11% among 220,000 | AID 1430, 2008;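 active means inhibition of 50% or more in the single-dose primary screen; inactive means inhibition below 50%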
Furin inh: human furin inhibitors, primary screen, biochemical, fluorescence intensity | P09958 | purified furin, fluorogenic substrate cleavage | inhibition, % at 30 µM | hit rate 0.061% among 220,000; in the data active means inhibition above about 25%; further: inactives centre near -15
Runt-CBFb FRET: inhibitors of RUNX1 Runt–CBFb binding, primary screen, biochemical, FRET, Cerulean-Runt, Venus-CBFb, uHTS; Runt-related transcription factor 1 (Homo sapiens) + Core-binding factor subunit beta …; Cerulean-Runt/Venus-CBFb FRET ratio 530/480, 1 h; inhibition, % at 20 µM; hit rate 0.46% among 220,000;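 active means inhibition over about 50% at 20 µM in the single-dose screen, limit read from the data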;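 further: 0% = DMSO wells and 100% = excess unlabeled CBFb competitor control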
Target sequence (Q01196 whole entry, looked up): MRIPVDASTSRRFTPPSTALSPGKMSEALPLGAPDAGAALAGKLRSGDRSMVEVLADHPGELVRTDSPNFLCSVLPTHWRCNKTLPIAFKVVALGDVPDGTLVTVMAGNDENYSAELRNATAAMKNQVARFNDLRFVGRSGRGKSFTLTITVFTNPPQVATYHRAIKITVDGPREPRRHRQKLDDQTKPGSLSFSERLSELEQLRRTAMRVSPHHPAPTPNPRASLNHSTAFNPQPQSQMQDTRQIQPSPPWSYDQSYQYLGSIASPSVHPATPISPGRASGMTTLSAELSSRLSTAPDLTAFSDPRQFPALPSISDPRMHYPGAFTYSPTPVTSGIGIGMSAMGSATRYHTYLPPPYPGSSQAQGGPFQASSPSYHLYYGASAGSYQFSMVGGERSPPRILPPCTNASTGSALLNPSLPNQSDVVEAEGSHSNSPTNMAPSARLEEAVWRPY
Target sequence (Q13951 whole entry, looked up): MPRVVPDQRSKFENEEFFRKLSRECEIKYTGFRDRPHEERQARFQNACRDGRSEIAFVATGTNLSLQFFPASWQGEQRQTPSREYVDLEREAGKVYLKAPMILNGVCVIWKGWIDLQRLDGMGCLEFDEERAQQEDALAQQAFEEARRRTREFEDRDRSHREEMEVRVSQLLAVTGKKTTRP
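System: Cerulean-labeled Runt domain protein | Quantity: 100 nM of each labeled protein | Schedule: 1 h compound exposure, room temperature | Detection: Fluorescence energy transfer, 422 nm excitation, 530/480 nm emission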
Calpain2 inh: inhibitors of pig calpain II, primary screen, biochemical, fluorogenic peptide substrate, 1536-well. inhibition, % at 16 µM. hit rate 0.37% among 220,000. purified calpain II, 30 min. AID 1236, 2008;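 active means inhibition above about 50%, limit read from the data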
Runt-SMMHC FRET: inhibitors of RUNX1 Runt–CBFb-SMMHC binding, primary screen, biochemical, FRET, Cerulean-Runt, Venus-CBFb-SMMHC, uHTS; Cerulean-Runt/Venus-CBFb-SMMHC FRET ratio 530/480, 1 h; inhibition, % at 20 µM; hit rate 0.74% among 220,000;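 active means mean inhibition across duplicate retests at 20 µM reaching about 50%, limit read from the data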;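 further: 0% = DMSO wells and 100% = wells with excess untagged CBFb-SMMHC; inhibitors lower the FRET ratio by blocking Runt binding to CBFb-SMMHC; some results filed as inactive read as strong as hits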
p97 inhibitor: inhibitors of human p97 ATPase, primary screen, biochemical; inhibition, % at 8 µM; AID 1481, 2009; hit rate 0.42% among 220,000; Transitional endoplasmic reticulum ATPase (Homo sapiens), P55072; recombinant p97 ATPase, Kinase-Glo ATP luminescence, 3 h; in the data active means inhibition above about 15%;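 further: 0% = DMSO vehicle and 100% = wells lacking enzyme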
EBV gp42 block: Epstein-Barr virus gp42 inhibitors, primary screen, biochemical, uHTS, fluorescence polarization; inhibition, % (tested at 21.74 µM); hit rate 0.42% among 220,000; Glycoprotein 42 (Epstein-Barr virus (strain AG876)), Q1HVG2; AID 1085, 2008; Fluorescence polarization binding assay, mP read-out; in the data active means inhibition above about 50%
Target sequence (Q1HVG2 whole entry, looked up): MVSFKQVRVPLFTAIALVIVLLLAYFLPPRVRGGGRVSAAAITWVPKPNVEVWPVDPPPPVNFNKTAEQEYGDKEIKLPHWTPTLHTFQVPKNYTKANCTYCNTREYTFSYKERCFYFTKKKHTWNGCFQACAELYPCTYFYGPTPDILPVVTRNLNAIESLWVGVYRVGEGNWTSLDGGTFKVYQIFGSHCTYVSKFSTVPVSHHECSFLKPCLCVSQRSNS
RBBP9 inhibitor: human RBBP9 inhibitors, primary screen, biochemical, fluorescence polarization, FP-Rh probe, HTS | hit rate 0.2% among 220,000 | recombinant RBBP9 | Serine hydrolase RBBP9 (Homo sapiens), O75884 | inhibition, % at 7.94 µM;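 active means inhibition above the campaign mean of all tested compounds plus 3 SD, cut at about 14% in these data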;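 further: plate controls were DMSO wells with RBBP9 for no effect and wells lacking RBBP9 protein for full effect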
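Test system: recombinant human RBBP9. Quantity: 2.5 µM RBBP9 dispensing solution, before mixing. Detection: FP readout at 525/598 nm. Reagent: Serine-hydrolase probe FP-Rh, 375 nM pre-mixing. Measure: % inhibition. Control set: DMSO-treated enzyme wells and wells lacking RBBP9. Buffer or medium: Tris-NaCl-Pluronic buffer, pH 8.0. Times: preincubation 30 min plus labeling 45 min at 25 °C.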
NCF1 inh: p47phox/p22phox peptide binding inhibitors, primary screen, biochemical, uHTS, NADPH oxidase regulatory subunit | Neutrophil cytosol factor 1 (Homo sapiens), P14598 | fluorescence polarization, 2 h | inhibition, % at 24.7 µM | hit rate 0.53% among 220,000 | AID 1274, 2008;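 active means inhibition above about 30%, limit read from the data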;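 further: 0% = p47phox with labelled peptide and 100% = labelled peptide alone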
An asterisk follows results filed as active; i = inactive; . = not tested or not shown; [ ] = dose if it differs, or a comment.

Screens by letter: A = TbHK1 inh; B = Furin inh; C = Runt-CBFb FRET; D = Calpain2 inh; E = Runt-SMMHC FRET; F = p97 inhibitor; G = EBV gp42 block; H = RBBP9 inhibitor; I = NCF1 inh
1) O=C(O)/C=C\C(=O)Nc1cccc(NC(=O)c2ccccc2)c1
  A: -6 | B: -22 | C: 6 | D: -1 | E: -8 | F: 4 | G: -9 | H: -7 | I: 4

2) Cc1ccc(Sc2nc3c(c(=O)[nH]c(=O)n3C)n2CCc2ccccc2)cc1
  A: 9 | B: -29 | C: 9 | D: -6 | E: 2 | F: 2 | G: -18 | H: -1 | I: 13

3) Cc1ccc(NC(=O)c2scc3c2CCCC3)cc1
  A: 3 | B: 0 | C: -1 | D: 30 | E: 0 | F: -9 | G: 10 | H: -3 | I: -2

4) CC1(C)C(C=C(Cl)Cl)C1C(=O)N(Cc1ccc(Cl)cc1)C1CCS(=O)(=O)C1 (centres undefined)
  A: -4 | B: -12 | C: -8 | D: 13 | E: -4 | F: 6 | G: -7 | H: -7 | I: -13

5) O=C(NCc1ccco1)/C(=C/c1cccc(C(F)(F)F)c1)c1nc2ccccc2[nH]1
  A: -10 | B: -19 | C: 15 | D: -29 | E: 1 | F: 1 | G: -7 | H: 0 | I: -16

6) Fc1ccccc1C1c2[nH]c3ccccc3c2CCN1Cc1ccoc1 (centres undefined)
  A: -3 | B: -35 | C: . | D: -28 | E: . | F: 3 | G: -2 | H: -7 | I: -8

7) CC(c1ccon1)N(C)C(=O)CCc1nnc(Cc2ccc(-c3ccccc3)cc2)o1 (centres undefined)
  A: -7 | B: -26 | C: 0 | D: -35 | E: -7 | F: 5 | G: -14 | H: 5 | I: 8

8) COCCn1nnnc1CN(CCc1ccc(OC)c(OC)c1)Cc1cc2ccc(C)cc2[nH]c1=O
  A: -10 | B: 16 | C: 22 | D: 12 | E: -4 | F: -2 | G: -8 | H: -4 | I: -6

9) COc1ccc(CCNS(=O)(=O)c2cc(C(=O)O)c(Cl)cc2Cl)cc1
  A: -4 | B: -15 | C: 0 | D: -2 | E: 2 | F: 8 | G: -5 | H: -4 | I: 0

10) Cc1ccnc(NS(=O)(=O)c2ccc(NC(=O)CSc3nc(-c4ccccc4)cc(=O)[nH]3)cc2)n1
  A: 1 | B: -26 | C: 0 | D: -12 | E: 5 | F: 1 | G: 8 | H: 0 | I: -1

11) CCOC(=O)Cc1csc(Nc2ccc(Cl)cc2)n1
  A: -2 | B: -18 | C: 2 | D: 5 | E: 1 | F: 2 | G: -18 | H: -8 | I: -18

12) Cc1oc(C(=O)O)cc1COc1ccc2c3c(c(=O)oc2c1C)CCC3
  A: -3 | B: -16[20 µM] | C: 4 | D: i | E: 7 | F: -6 | G: -22 | H: -13 | I: -50

13) Cc1ccc(S(=O)(=O)Oc2ccc(/C=C(/NC(=O)c3ccccc3)C(=O)Nc3ccccc3)cc2)cc1
  A: 1 | B: 10[20 µM] | C: 6 | D: -2 | E: 7 | F: -10 | G: -1 | H: -15 | I: -6

14) CCOC(=O)c1sc2nc(SCC#N)n(CCCN3CCCC3=O)c(=O)c2c1C
  A: -18 | B: -8[20 µM] | C: -7 | D: 10 | E: 0 | F: 2 | G: -22 | H: 7 | I: -11

15) CCOC(=O)c1sc(=NC(=O)c2ccc(S(=O)(=O)N(C)c3ccccc3)cc2)n(C)c1C
  A: -10 | B: -32 | C: -2 | D: -338 | E: 6 | F: 0 | G: -2 | H: -4 | I: -7

16) Cc1ccc(Br)cc1S(=O)(=O)N1CCN(c2ccccc2)CC1
  A: 2 | B: -11[20 µM] | C: 2 | D: -4 | E: -5 | F: 6 | G: -7 | H: -2 | I: -13

17) c1ccc(Oc2cccc(OCCCCN3CCCC3)c2)cc1
  A: 12 | B: -5 | C: 0 | D: 6 | E: 2 | F: -4 | G: 1 | H: -4 | I: -2

18) CN(C)C(=S)SCC(=O)NCc1ccc(F)cc1
  A: -5 | B: -14 | C: -1 | D: 19 | E: 3 | F: 2 | G: -14 | H: -3 | I: -8

19) Cc1ccc(N2CC(C(=O)Nc3ccc(S(=O)(=O)N4CCCC4)cc3)CC2=O)cc1 (centres undefined)
  A: -1 | B: -15[20 µM] | C: 0 | D: 5 | E: -3 | F: -13 | G: -18 | H: 7 | I: -17

20) COC(=O)NNC(=O)CCCOc1ccc(Cl)cc1Cl
  A: 2 | B: -22 | C: -1 | D: 10 | E: 2 | F: -3 | G: 20 | H: -6 | I: -4

21) CCOC(=O)CSC1=C(C#N)C(c2ccccc2)C(C(C)=O)=C(C)N1 (centres undefined)
  A: -5 | B: -5 | C: 0 | D: -13 | E: -6 | F: -3 | G: -1 | H: -9 | I: -9

22) O=c1c2ccccc2c(-c2ccccc2)nn1-c1ccc(Cl)c(Cl)c1
  A: 2 | B: -11[20 µM] | C: -3 | D: 4 | E: 1 | F: 3 | G: -3 | H: -8 | I: -12

23) CCCC(=O)Nc1ccc2c(c1)nc1n2CCN(C2CCCCC2)C1
  A: 0 | B: -26 | C: -9 | D: -182 | E: -68 | F: 1 | G: 18 | H: -7 | I: -8

24) CCOC(=O)c1c(/N=C/N(C)C)sc(C)c1C
  A: -10 | B: -18 | C: 2 | D: 1 | E: 1 | F: 1 | G: -13 | H: 6 | I: -6

25) CSC1=NSC2=NC(=O)/C(=C\c3coc4ccccc4c3=O)C(=N)N12
  A: -6 | B: -20 | C: -18 | D: -93 | E: -92 | F: 9 | G: 76* | H: -14 | I: -96

Carrying on.
Values in the order – TbHK1 inh, Furin inh, Runt-CBFb FRET, Calpain2 inh, Runt-SMMHC FRET, p97 inhibitor, EBV gp42 block, RBBP9 inhibitor, NCF1 inh
[26] COc1ccc(-n2c(=S)[nH]c(=O)c3cccnc32)cc1
    -31, -8, 0, 16, -4, 6, -7, -3, 8
[27] CCN(C(=O)CN1CCOCC1)C1(C)C(=O)c2ccccc2C1=O
    -3, -15, -2, -2, -3, 2, 9, 1, 7
[28] Cc1cc(C(=O)Nc2cc(C(C)(C)C)on2)c(C)o1
    -5, -16, 1, -11, 0, 2, -7, 3, -5
[29] CCCC(=O)NC(C)c1nc2ccccc2n1C(C)C (centres undefined)
    6, -26, 0, -8, -2, -2, -15, -6, 3
[30] CC1=C(C)CC(C(=O)N2CCN(Cc3ccc4c(c3)OCO4)CC2)C(C(=O)O)C1 (centres undefined)
    -13, -15, 0, -1, 4, 2, -4, -8, 7
[31] CCOc1ccc(NC(=O)C2CCN(S(=O)(=O)c3c(C)n[nH]c3C)CC2)cc1
    -11, -18, -2, 16, 3, -1, -16, -7, -17
[32] Cc1cc2c(c(SCC(N)=O)n1)C(=O)OC2
    7, -18, 1, 30, 2, 2, -8, -2, -9
[33] CN1CCN(C(=O)c2ccc(C3SCC(=O)N3Cc3ccco3)cc2)CC1 (centres undefined)
    -1, -19, -1, -12, -2, 1, -13, -7, -3
[34] O=C(CSc1nc(-c2ccccc2)ns1)N1CCOCC1
    -1, -16, 0, -18, -4, 3, 1, 5, 6
[35] COc1cccc(-c2cc(C(F)(F)F)nc(N3CCC(C)CC3)n2)c1
    0, -9, -3, 2, -4, -1, -2, 0, -3
[36] Brc1ccc(C2C3=C(Nc4ncnn42)c2ccccc2OC3c2ccncc2)cc1 (centres undefined)
    -9, -13[20 µM], -1, -69, 2, -2, -12, 1, -13
[37] N#C/C(=C1\CCCN1)c1nc(-c2ccccc2)cs1
    0, 1, 5, 20, 0, -2, -11, -3, -38
[38] Cc1cc(-c2cccc([N+](=O)[O-])c2)nc2ccccc12
    0, -13, 2, -16, -4, 5, -21, -10, -9
[39] Cc1oc(-c2ccccc2)nc1Cn1cccc1C1=NC(c2ccccc2)CO1 (centres undefined)
    -5, -19, 0, 22, -3, -3, 3, -8, -18
[40] CC(=O)COc1cc(C)cc2oc(=O)cc(-c3ccccc3)c12
    1, -27, 0, -5, -1, 2, -9, -5, -4
[41] O=C(NCc1ccco1)/C(=C\c1ccco1)NC(=O)c1cccs1
    -15, -10, 12, 22, -5, -2, -22, -4, -8
[42] COc1ccccc1Oc1c(C)oc2c(CN3CCOCC3)c(O)ccc2c1=O
    -33, -17, 1, -295, 1, -1, 0, -8, 0
[43] O=C(Nc1cccc(C(F)(F)F)c1)C1(c2ccccc2)CC1
    3, -13, -1, 4, -1, 0, -3, -7, -7
[44] CCOc1ccccc1NC(C)C(=O)Nc1cc(C(F)(F)F)ccc1N1CCOCC1 (centres undefined)
    -14, 5, -2, 16, 0, -4, -11, -1, -2
[45] O=C(N/N=C/C=C/c1ccccc1)c1ccccn1
    -105, 6, 1, 7, 0, 3, -7, -3, -18
[46] O=c1[nH]c2ccccc2cc1-c1noc(-c2cccnc2)n1
    -33, -28, -2, -128, 0, 0, -9, -5, -8
[47] CCn1c(CSc2nc3ccccc3[nH]2)nc2cc(C(=O)O)ccc21
    -8, -12[20 µM], 16, 21, 12, 10, 19, 0, 13
[48] Cc1ccc(S(=O)(=O)CCc2nnc(NC(=O)c3ccco3)s2)cc1
    -6, -33, 2, 4, -2, 3, -22, -1, -4

Filtered by structure, those above containing fluorine.
Values in the order – TbHK1 inh, Furin inh, Runt-CBFb FRET, Calpain2 inh, Runt-SMMHC FRET, p97 inhibitor, EBV gp42 block, RBBP9 inhibitor, NCF1 inh
[5] O=C(NCc1ccco1)/C(=C/c1cccc(C(F)(F)F)c1)c1nc2ccccc2[nH]1
    -10, -19, 15, -29, 1, 1, -7, 0, -16
[6] Fc1ccccc1C1c2[nH]c3ccccc3c2CCN1Cc1ccoc1 (centres undefined)
    -3, -35, ., -28, ., 3, -2, -7, -8
[18] CN(C)C(=S)SCC(=O)NCc1ccc(F)cc1
    -5, -14, -1, 19, 3, 2, -14, -3, -8
[35] COc1cccc(-c2cc(C(F)(F)F)nc(N3CCC(C)CC3)n2)c1
    0, -9, -3, 2, -4, -1, -2, 0, -3
[43] O=C(Nc1cccc(C(F)(F)F)c1)C1(c2ccccc2)CC1
    3, -13, -1, 4, -1, 0, -3, -7, -7
[44] CCOc1ccccc1NC(C)C(=O)Nc1cc(C(F)(F)F)ccc1N1CCOCC1 (centres undefined)
    -14, 5, -2, 16, 0, -4, -11, -1, -2

Rows are unselected; any-hit rate near 2.7%.
